Bioassay records as filed in PubChem.
TAAR1 ag: agonists of human TAAR1 | Q96RJ0 | CHO RD-HGA16 TAAR1, Fluo-8 calcium fluorescence; vehicle wells 0%, saturating PEA agonist 100% | activation, % at 3 µM | 360,000 compounds, 0.99% hits;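 active = activation above the mean activation of all test compounds in the run plus 3 SD, cut at about 38% in these data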
Target sequence (Q96RJ0 whole entry, looked up): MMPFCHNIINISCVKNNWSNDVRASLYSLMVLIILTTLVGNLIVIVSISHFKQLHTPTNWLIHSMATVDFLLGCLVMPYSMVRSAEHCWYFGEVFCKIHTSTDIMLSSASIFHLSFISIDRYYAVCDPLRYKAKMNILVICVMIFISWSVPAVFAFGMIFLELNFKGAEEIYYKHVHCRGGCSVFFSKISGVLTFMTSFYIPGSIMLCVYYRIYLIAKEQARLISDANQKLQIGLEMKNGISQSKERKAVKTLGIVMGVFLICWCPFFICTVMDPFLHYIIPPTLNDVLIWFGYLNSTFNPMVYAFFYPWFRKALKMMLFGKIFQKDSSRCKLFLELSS
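Assay system – CHO-derived RD-HGA16 cells with stable Gα16 and human TAAR1 · Compound dosing – one-point dosing at 3 µM (nominal) · Incubation – 17-24 h seeding, 75 min 37 °C dye, 30 min RT · Measured by – kinetic Fluo-8 calcium fluorescence · Control set – DMSO vehicle as 0%, PEA at EC100 as 100% · Repeats – single well for each compound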
CHRM1 agonist: agonists of human M1 muscarinic receptor; activation, % at 3 µM; 360,000 compounds, 0.33% hits; P11229; CHO-K1 hM1, Fluo-8 calcium fluorescence, agonist mode; 0% DMSO, 100% acetylcholine EC100;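 active = activation above the run's mean compound activation plus 3 SD, cut at about 16% in these data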;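 also: peak over basal fluorescence ratio within a 140 s kinetic read after compound addition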
M1 ag parental: counter-screen for M1 agonists: effect in parental CHO-K1 cells | 360,000 compounds, 0.48% hits | Fluo-8 calcium fluorescence; scaled to maximal ATP response, vehicle zero | AID 602248 | activation, % at 3 µM; in the data active = activation above about 15%;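 also: untransfected CHO-K1 host cells lacking M1 receptor as counterscreen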
TAAR1 antag: human TAAR1 antagonism. 360,000 compounds, 1.5% hits. CHO RD-HGA16 TAAR1, Fluo-8 calcium fluorescence, antagonist. Q96RJ0. inhibition, % at 3 µM;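 active = inhibition above a per-plate cutoff, the mean inhibition of test compounds on that plate plus 3 SD, cut at about 49% in these data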;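 also: 0% = DMSO plus EC80 beta-PEA response and 100% = DMSO alone without agonist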
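Material: CHO RD-HGA16 cells bearing hTAAR1; compound dosing: one-point dosing, 3 µM nominal final; schedule: dye loading 75 min at 37 °C, then 30 min room temperature; measured by: calcium fluorescence with Fluo-8; control set: vehicle and agonist controls; replication: n of 1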
CHO-K1 Ca antag: M1 antagonist counterscreen hit in parental CHO-K1 cells; ATP-induced calcium, Fluo-8 fluorescence; inhibition, % at 3 µM; 360,000 compounds, 0.6% hits;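 active = inhibition above a per-plate cutoff, the plate's mean sample inhibition plus 3 SD, cut at about 24% in these data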;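 also: 0% = DMSO plus EC80 ATP and 100% = DMSO alone without ATP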
M1 PAM parental: nonselective activator or artifact in parental CHO-K1 calcium assay; activation, % at 3 µM; 360,000 compounds, 0.02% hits; AID 602247; ATP EC20, Fluo-8 calcium fluorescence; 0% at ATP EC20, 100% at ATP max;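 active = activation above the run cutoff, the mean activation of all test compounds plus 3 SD, cut at about 40% in these data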;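 also: peak over basal fluorescence ratio in a 140 s read after ATP addition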
OXTR potentiator: human OXTR potentiation; activation, % at 3 µM; 320,000 compounds, 0.061% hits; CHO-OTR cells, Fluo-8 calcium fluorescence, potentiator mode; 0% = oxytocin EC15, 100% = EC100; P30559;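 active = activation above that plate's cutoff, the mean activation of tested compounds plus 3 SD, cut at about 6.6% in these data, passing the limit was not always enough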;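 also: 100% uses oxytocin at 75 nM as the full agonist control; some results filed as inactive read as strong as hits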
Target sequence (P30559 whole entry, looked up): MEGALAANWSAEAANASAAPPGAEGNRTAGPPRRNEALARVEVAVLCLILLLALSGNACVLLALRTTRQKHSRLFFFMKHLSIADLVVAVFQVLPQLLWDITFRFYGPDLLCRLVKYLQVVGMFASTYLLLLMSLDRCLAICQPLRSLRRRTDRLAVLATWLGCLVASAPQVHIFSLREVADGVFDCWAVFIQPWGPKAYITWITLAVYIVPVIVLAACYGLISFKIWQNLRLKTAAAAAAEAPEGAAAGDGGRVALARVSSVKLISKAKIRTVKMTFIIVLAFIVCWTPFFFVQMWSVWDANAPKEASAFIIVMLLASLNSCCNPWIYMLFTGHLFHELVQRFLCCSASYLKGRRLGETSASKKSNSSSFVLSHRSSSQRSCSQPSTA
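Material: human OTR in CHO cells. Compound: 3.0 µM, one dose. Timing: compound 6 min at room temperature before oxytocin, 100 s read. Evaluation: % activation of max/min ratio relative to oxytocin controls. Replication: single well per compound, singlicate. Signal: Fluo-8 calcium dye fluorescence.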
M1 antag: antagonists of human M1 muscarinic receptor; P11229; CHO-K1 hM1, Fluo-8 calcium fluorescence, ACh EC80 antagonist; inhibition, % at 3 µM; 360,000 compounds, 1.3% hits;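 active = percent inhibition above its own plate's cutoff, namely the mean of that plate's compound wells plus 3 SD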;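 also: peak over basal fluorescence ratio during 140 s after agonist addition; 0% = ACh EC80 plus DMSO and 100% = DMSO alone without agonist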
CHO parental Ca: signal in parental CHO cells, OX1R antagonist counter-screen; parental CHO-K1, ATP-induced calcium, Fluo-8 fluorescence; inhibition, % at 5.6 µM; 330,000 compounds, 0.63% hits;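 active = inhibition above that plate's mean sample inhibition plus 3 SD, cut at about 26% in these data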;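 also: 0% = ATP-challenged DMSO wells and 100% = DMSO wells without ATP; some compounds past the cut are filed as inactive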
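Material: parental CHO cells / Compound: single nominal dose of 5.6 µM per compound / Signal: Fluo-8 fluorescence / Replicates: singlicate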
Starred values were filed as active, the others as inactive; . = not tested or not shown; & = joins results of further samples.

smiles | TAAR1 ag | CHRM1 agonist | M1 ag parental | TAAR1 antag | CHO-K1 Ca antag | M1 PAM parental | OXTR potentiator | M1 antag | CHO parental Ca
CCOC(=O)C1CCCN(c2ncnc3c2cnn3-c2ccc(OC)cc2)C1 (stereo not given) | 6 | -4 | 2.8 | -11 | -4 | 9 | -8 | -3 | -17
CCCCCCSc1ccc(-c2nc3ccc(Cl)cn3c2NCCCC)cc1OC | 1&0 | -4 | 0.9&0.1 | 15&-31 | -20&-12 | 21&-10 | -4 | -11 | -22
COc1ccc(S(N)(=O)=O)cc1C(=O)NCC(C)(C)N1CCOCC1 | 1 | -5 | 1.0 | -9 | -14 | -2 | -8 | 5 | 0
COc1ccc(Cc2nc(-c3ccc(-n4cccc4)cc3)no2)cc1 | 1 | -4 | -0.1 | 6 | 23 | 2 | -7 | -12 | 12
CCN(CC)S(=O)(=O)c1cc(NC(=O)c2cc(-c3ccccn3)nc3ccccc23)ccc1C | 16 | -1 | 5.4 | 55* | -1 | 10 | -12 | 30 | -17
O=C(N/N=C/c1cccnc1)c1cc(Br)ccc1O | 3 | 2 | 4.4 | -13 | -20 | 10 | -14 | -16 | 1
CCn1c(=O)n(-c2ccc(Cl)cc2)c(=O)c2c3c(sc21)COC(C)(C)C3 | 6 | -2 | -0.3 | 7 | 8 | -4 | 1 | 8 | -9
COc1ccc(C(c2c(C)n(C)n(-c3ccccc3)c2=O)c2c(C)n(C)n(-c3ccccc3)c2=O)cc1 | 0 | -10 | 0.1 | -3 | -7 | 12 | 0 | -9 | -9
Cc1cc(C)c(NC(=O)c2cc3c(nc4sccn43)s2)c(C)c1 | 15 | -4 | 1.4 | 8 | -4 | 8 | -5 | 1 | -17
O=C(CSc1ccc(F)cc1)Nc1ccc2c(c1)C(=O)NC2=O | 2 | 1 | 3.4 | 28 | -10 | 8 | -12 | -4 | 31
C=CCOC(=O)C1=C(C)NC(SCC(=O)Nc2nccs2)=C(C#N)C1c1ccc(Cl)cc1 (stereo not given) | 8 | -2 | 1.8 | 30 | 1 | 17 | -13 | -13 | -11
CC(=O)NC(=S)Nc1ccc(NC(=O)COc2ccc(Cl)cc2)cc1 | 25 | -1 | 1.1 | 9 | 17 | -7 | -22 | -2 | -6
COc1cc(NC(=O)c2cc3ccccc3o2)c(OC)cc1Br | 9 | -2 | -0.2 | 2 | 7 | -1 | -1 | -6 | -21
O=C1C2C3C=CC(C3)C2C(=O)N1CCC(=O)N1CCc2ccccc21 (stereo not given) | 1 | -6 | 1.0 | 10 | -10 | 25 | -7 | -11 | -8
O=C(OCC(=O)N1CCCc2ccccc21)c1cccc(S(=O)(=O)N2CCOCC2)c1 | 2 | -3 | 0.7 | 8 | 1 | -17 | -8 | 12 | -24
COc1ccc(C2=CN(Cc3ccccc3)C(c3ccccc3)CC2=O)cc1 (stereo not given) | 6 | -4 | -0.5 | 39 | -4 | 6 | 0 | 19 | -40
COc1cc2nc(N(CCCN(C)C)C(=O)c3ccc(S(=O)(=O)N4CCc5ccccc54)cc3)sc2cc1OC | 40* | -4 | 0.2 | -9 | 1 | 12 | -4 | -2 | -14
CC1(c2nnnn2-c2ccc3c(c2)OCCO3)CCC(=O)N1Cc1ccc(F)cc1 (stereo not given) | 0 | . | 0.1 | -14 | -14 | 8 | . | . | .
CCc1cccc(CC)c1N1C(=O)CC(Sc2ccccc2N)C1=O (stereo not given) | 1 | -4 | 0.5 | -3 | 9 | -17 | . | 1 | .
Cc1nnc(SCc2c(Cl)cccc2[N+](=O)[O-])s1 | 4 | 0 | -0.6 | -12 | 4 | -3 | -15 | -6 | -3
COc1ccc(O)c(C(=O)c2coc(=N)c(C(=O)Nc3ccc(SC(F)F)cc3)c2)c1 | 9 | 0 | 17* | 30 | 9 | -5 | -12 | 30 | 12
COc1cc(NS(=O)(=O)c2ccc(NC(=S)NC(=O)C(C)(C)C)cc2)nc(OC)n1 | 4 | -3 | 0.9 | -7 | -13 | 23 | -7 | 18 | -13
CCOc1ncccc1C(=O)OC(C)C(=O)NC(=O)NC1CCCCC1 (stereo not given) | -1 | -6 | 2.9 | -3 | -16 | 14 | -14 | -8 | -19
CC1CCN(S(=O)(=O)N2CCC(C(=O)NCCN3CCOCC3)CC2)CC1 | 4 | -6 | 0.4 | 5 | -11 | 13 | -7 | -5 | 3
CCc1ccc2oc(-c3ccc(OC)cc3)cc(=Nc3c(C)n(C)n(-c4ccccc4)c3=O)c2c1 | 8 | -5 | 3.3 | -1 | -11 | 2 | 1 | 47* | -11
CC1=CC(C)(C)N(S(=O)(=O)c2ccc(C)cc2)c2ccccc21 | 1 | -9 | 1.0 | -4 | -14 | 12 | -9 | -10 | -1
CN1C(=O)C(C)(C)c2cc(S(=O)(=O)N3CCC(C(=O)NCc4ccccc4Cl)CC3)ccc21 | -1 | -3 | -0.1 | 11 | 8 | -4 | -3 | -17 | -10
CC1(c2cccc(Br)c2)NC(=O)N(CC(=O)Nc2cccnc2Cl)C1=O (stereo not given) | 7 | 2 | 1.9 | -26 | 4 | -11 | -5 | -4 | -9
O=C(O)c1ccc(N2C(=O)Nc3ccccc3N2O)cc1 | 8 | -3 | 0.1 | 2 | 2 | -13 | 1 | -8 | -7
COc1cccc(C(O)c2nc(-c3ccc4ccccc4c3)cs2)c1 (stereo not given) | 1 | 2 | 2.0 | 2 | -5 | 2 | . | -15 | .
COc1cccc(C(=O)NCc2nnc(SCC(=O)Nc3nccs3)n2-c2ccccc2)c1 | 0 | -3 | 1.7 | -17 | 14 | 9 | -2 | 11 | -11
Cc1c(Cl)cccc1NC(=S)NCc1ccco1 | 1 | -2 | 2.1 | 6 | -6 | 17 | -11 | 9 | -16
CCCCC(CC)C(=O)N1CCN(C(=O)c2ccco2)CC1 (stereo not given) | 8 | -10 | -0.2 | -2 | -1 | 3 | 1 | 0 | -9
Cc1ccc(N(CC(=O)NCc2ccco2)S(=O)(=O)c2ccccc2)cc1 | 13 | -2 | 0.0 | -20 | 1 | 12 | -20 | 0 | -13
Cc1nc(N)sc1C(=O)N/N=C/c1cccnc1 | 1 | -7 | 1.4 | -3 | -3 | 26 | 1 | -2 | 1
N#C/C(=C\c1cc2c(cc1Br)OCO2)c1ccc(C(=O)O)cc1 | 3 | -2 | 0.3 | -20 | -3 | 16 | -1 | -19 | 100*
CC(=O)N1CCN(C(=O)CCc2c[nH]c3ccccc23)CC1 | 8 | -1 | 0.3 | -1 | -13 | 16 | -6 | -8 | -8
CC(=O)ON1C(C)(C)Cc2noc(N)c2C1(C)C | 9 | -2 | 0.2 | -5 | -3 | 13 | -14 | 11 | -3
Brc1ccc2nc(-c3c[nH]c4ccccc34)cn2c1 | -2 | -2 | 0.8 | 9 | -23 | 24 | -10 | 26 | -28
Cc1cc(=O)[nH]c(SCC(=O)c2ccc(C)c(C)c2)n1 | 1 | 0 | 1.3 | 14 | 0 | 8 | -7 | 2 | -5
CCOc1ccc2nc(NC(=O)C3CSC4(C)CCC(=O)N34)sc2c1 (stereo not given) | 1 | -3 | 1.0 | 2 | -18 | 7 | -2 | -7 | -24
COc1ccc(CN2CCNC(=O)C2CC(=O)NCCCn2nnc3ccccc32)cc1C (stereo not given) | 0 | -4 | 0.0 | -6 | 10 | 12 | -1 | 3 | 8
CC(=O)N1CCN(C(=O)c2cccc(NS(=O)(=O)c3ccc(Br)cc3)c2)CC1 | 6 | 2 | 0.1 | -25 | 2 | -17 | -6 | -24 | -9
O=C(COC(=O)CCCC1=NS(=O)(=O)c2ccccc2N1)Nc1ccccc1 | 6 | -3 | 1.1 | 10 | -16 | 7 | 2 | -9 | 0
Cn1nnc(NC(=O)c2cccs2)n1 | 0 | -5 | 0.1 | -8 | -3 | 13 | 0 | -5 | 11
CCOC(=O)C(=O)Nc1ccc(S(=O)(=O)Nc2nccs2)cc1 | 6 | -1 | 0.3 | -11 | 6 | 7 | -6 | -15 | -9
CC(=O)OC[C@H]1O[C@@H](Sc2cccc3cccnc23)[C@H](OC(C)=O)[C@@H](OC(C)=O)[C@@H]1OC(C)=O | 11 | 0 | 3.3 | 32 | 18 | -16 | 2 | 6 | -18
COC(=O)c1cc(NC(=O)C2CC2)cc(C(=O)OC)c1 | 8 | 2 | 0.5 | -5 | 8 | -3 | -10 | -18 | -11
CCCC(=O)N(CCc1ccccc1)Cc1nc2ccccc2c(=O)[nH]1 | 15 | -2 | 1.4 | -2 | 3 | 0 | 2 | 5 | -11
CC(=O)NCCc1ccc(C(=O)CSc2nnc(C3CC3)n2C2CC2)cc1 | 1 | 0 | 0.9 | 8 | -6 | 17 | 0 | 8 | 0

Ordered by molar mass (highest first): part of the list above
smiles | TAAR1 ag | CHRM1 agonist | M1 ag parental | TAAR1 antag | CHO-K1 Ca antag | M1 PAM parental | OXTR potentiator | M1 antag | CHO parental Ca
CN1C(=O)C(C)(C)c2cc(S(=O)(=O)N3CCC(C(=O)NCc4ccccc4Cl)CC3)ccc21 | -1 | -3 | -0.1 | 11 | 8 | -4 | -3 | -17 | -10
CC(=O)NCCc1ccc(C(=O)CSc2nnc(C3CC3)n2C2CC2)cc1 | 1 | 0 | 0.9 | 8 | -6 | 17 | 0 | 8 | 0
CCCC(=O)N(CCc1ccccc1)Cc1nc2ccccc2c(=O)[nH]1 | 15 | -2 | 1.4 | -2 | 3 | 0 | 2 | 5 | -11

Next section:
smiles | TAAR1 ag | CHRM1 agonist | M1 ag parental | TAAR1 antag | CHO-K1 Ca antag | M1 PAM parental | OXTR potentiator | M1 antag | CHO parental Ca
Cc1cc2c(c(=O)o1)C1(C)CC(C)(O2)c2c(cc(C)oc2=O)O1 | 3 | . | 4.0 | -13 | 2 | -9 | . | . | .
CC1CCCC(NC(=O)NC(=O)COC(=O)c2ccc(O)cc2O)C1C (stereo not given) | 25 | 0 | 3.8 | 12 | -6 | 12 | -9 | -6 | -9
COc1ccc(CCNC(=O)Nc2ccccc2[N+](=O)[O-])cc1 | 1 | 27* | 1.5 | 18 | -2 | 17 | -30 | 6 | -16
COc1cc(OC)c(C(=O)OC(C)C(=O)Nc2cc(C(F)(F)F)ccc2Cl)cc1OC (stereo not given) | 5 | -8 | 1.5 | -16 | -5 | 11 | -8 | 1 | -9

M1 antag: what is marked active above
Molecule | CHRM1 agonist | TAAR1 antag | OXTR potentiator | M1 antag
CCc1ccc2oc(-c3ccc(OC)cc3)cc(=Nc3c(C)n(C)n(-c4ccccc4)c3=O)c2c1 | -5 | -1 | 1 | 47*
